Screens as filed in PubChem.
Integrin act MD = qHTS for Activators of Integrin-Mediated Alleviation for Muscular Dystrophy; alpha7betagal myoblasts, beta-gal FDG fluorescence, 48 h; Potency, µM (highest dose often 38.3 µM), for the others: at the top dose activation, usual class: activators; 0.064% of 350,000 active;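 further: potency means the concentration at half of the fitted maximal effect; 100% = response of the positive control SU9516; nearly all actives have a fitted effect of over 60% in size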
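alpha7betagal+/- myoblasts (passage 13, 250/well) treated 48 h at 37C with compounds at 1:260 dilution of DMSO stock. Lysed, then beta-galactosidase activity read as FDG fluorescence (ex 480/em 540) after 30 min, with pre-read for autofluorescence.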
Chronic BCR inh = qHTS Assay to Find Inhibitors of Chronic Active B-Cell Receptor Signaling; AID 493014, 2011; ABC-DLBCL IkBa-CBG/CBR reporter, luminescence ratio, 4 h; 0.05% of 340,000 active; Potency, µM (titrated, usually from 46.1 µM), for inactives: at the top dose ratio change, negative = lower green/red ratio, usual class: inhibitors; active means well fitted inhibition curve with a large enough effect in the signal ratio, with a control signal flat, not every such curve was filed as active; inconclusive means small, poorly fitted or top-dose-only effect, or effect the other way, or a change in a side signal; the % refers to the signal ratio;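 further: potency means the concentration at half of the fitted maximal effect; plate controls were basal doxycycline-induced cells for no effect and cells given 10 µM MG132 for full effect; MG132 reads +100%, hits lower the ratio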
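TMD8 human ABC-DLBCL cells with doxycycline-inducible IκBα–green luciferase fusion and unfused red luciferase, in 0.5% FBS medium; compounds up to 46 uM, 4 h at 37C. Green/red luminescence ratio, filter-overlap corrected, fitted to concentration-response curves.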
TSHR antag = Antagonists of the Thyroid Stimulating Hormone Receptor: HTS campaign | AID 504810, 2011 | 0.2% of 330,000 active | TSHR-expressing cells, TSH-stimulated cAMP HTRF, 2 h; hits give low values | activity change, negative = inhibition, % at 11.5 µM;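 active means activity change below a set negative limit, meaning inhibition stronger than a set level, cut at about -70% in these data; inconclusive means activity change between two set negative limits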; further: on the % scale 0 is the no-effect control and ±100 the full control effect
Target sequence (P16473 whole entry, looked up): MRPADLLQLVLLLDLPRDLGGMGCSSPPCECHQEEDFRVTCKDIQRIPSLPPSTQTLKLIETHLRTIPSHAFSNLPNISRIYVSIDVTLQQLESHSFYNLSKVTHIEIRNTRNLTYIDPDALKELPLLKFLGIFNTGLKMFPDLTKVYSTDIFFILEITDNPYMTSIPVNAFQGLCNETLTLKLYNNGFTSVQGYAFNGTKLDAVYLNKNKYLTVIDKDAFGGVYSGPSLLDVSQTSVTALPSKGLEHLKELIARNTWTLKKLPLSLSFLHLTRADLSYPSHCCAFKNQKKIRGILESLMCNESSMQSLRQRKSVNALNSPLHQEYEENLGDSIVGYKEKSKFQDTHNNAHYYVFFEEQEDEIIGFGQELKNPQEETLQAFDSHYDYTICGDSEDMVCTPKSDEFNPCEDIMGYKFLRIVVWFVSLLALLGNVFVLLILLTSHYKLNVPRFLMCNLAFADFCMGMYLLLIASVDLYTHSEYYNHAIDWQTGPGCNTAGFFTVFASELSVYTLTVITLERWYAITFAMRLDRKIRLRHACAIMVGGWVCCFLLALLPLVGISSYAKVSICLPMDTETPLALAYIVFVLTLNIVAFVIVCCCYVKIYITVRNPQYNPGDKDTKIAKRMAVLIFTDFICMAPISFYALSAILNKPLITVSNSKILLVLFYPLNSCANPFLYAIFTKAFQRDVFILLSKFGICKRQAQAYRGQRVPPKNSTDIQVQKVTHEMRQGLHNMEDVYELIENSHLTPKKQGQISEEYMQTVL
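TSHR-expressing cells, 200/well, pre-treated with compound, then stimulated with EC80 TSH (4nM final) for 2 hours at 37 deg C. cAMP measured by competitive HTRF: anti-cAMP cryptate antibody in lysis buffer plus cAMP-d2, read after 30 minutes at room temperature.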
AT treatment = qHTS Assay for Identifying a Potential Treatment of Ataxia-Telangiectasia; […] A-T fibroblasts, KAP-1 phosphorylation AlphaLISA; neocarzinostatin DNA damage 30 min before lysis; Potency, µM (doses to about 57.5 µM), for the others: at the top dose activation, hits mostly activators; 0.19% of 320,000 active; further: potency means the concentration at half of the fitted maximal effect; % of control where 0% means no effect; nearly all actives have a fitted effect of over 45% in size
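ATM-like activity read as KAP-1 phosphorylation via AlphaLISA donor/acceptor antibody pairs after lysis and 6 hr at 25C. Cells were ATM-null patient fibroblasts ([…], hTERT), dosed 60 min, then exposed to the DSB inducer NCS for 30 min.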
TSG101-PTAP inh = qHTS Assay for Iinhibitors of HIV-1 Budding by Blocking the Interaction of PTAP/TSG101. Fluorescence polarization, FITC-PTAP peptide / Tsg101 binding. Tumor susceptibility gene 101 protein (Homo sapiens), Q99816. 340,000 tested, under 10 active. Potency, µM (titrated, usually from 115 µM), inactives show top-dose activity change, negative = inhibition, hits mostly inhibitors; active means well fitted inhibition curve with a large enough effect in the main read-out, with a control signal flat, not every such curve was filed as active; inconclusive means small, poorly fitted or top-dose-only effect, or effect the other way, or a change in a side signal; inactive means no such curve, though single readings can be large or run the other way; further: potency means the concentration at half of the fitted maximal effect; % of control where 0% means no effect
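FP read-out: FITC-PTAP peptide, 50 nM final, binding Tsg101 binding domain, 10 uM final; 20 min, r.t.; 10 mM HEPES pH 7.5, 0.15 M NaCl, 0.01% Tween 20, 3 mM EDTA, 0.1 mM TCEP.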
ELG1 DNA repair = qHTS screen for small molecules that inhibit ELG1-dependent DNA repair in human embryonic kidney (HEK293T) cells expressing luciferase-tagged ELG1 | Potency, µM (top dose mostly 46.1 µM), inactives show top-dose activity change, negative = inhibition, hits mostly inhibitors | HEK293T ELG1-luciferase reporter, luminescence, 16 h; DNA damage induced by 5-fluorouridine | 2.3% of 330,000 active; further: potency means the concentration at half of the fitted maximal effect; on the % scale 0 is the no-effect control and ±100 the full control effect; nearly all actives have a fitted effect of over 55% in size
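Luminescence from the luciferase reporter, measured 30 min after ONE-Glo reagent at room temperature, was the read-out. Beforehand, 2,000 cells per well were exposed for 16 hr at 37 °C to 5-fluorouridine together with compound or vehicle.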
Mito fusion act = qHTS Assay for Small Molecule Inhibitors of Mitochondrial Division or Activators of Mitochondrial Fusion. 0.23% of 320,000 active. S. cerevisiae fusion-defective mutant growth rescue, CellTiterGlo 48 h. Potency, µM (top dose mostly 46.1 µM), without a hit: top-dose growth rescue (activation), most hits filed as activators;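 further: potency means the concentration at half of the fitted maximal effect; % of control where 0% means no effect; nearly all actives have a fitted effect of over 45% in size; temperature-sensitive fusion mutants such as fzo1-1 at 37 °C on non-fermentable ethanol glycerol medium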
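S. cerevisiae fusion-defective temperature-sensitive mutants (e.g. fzo1-1, mgm1-5) grown 48 h at 37C in YPEG (ethanol/glycerol non-fermentable) medium with 23 nl compound per well; growth rescue read as CellTiterGlo luminescence.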
Eya2 phos inh = qHTS Assay for Inhibitors of the Phosphatase Activity of Eya2; Protein phosphatase EYA2 (Homo sapiens), O00167; AID 488837, 2010; 0.006% of 330,000 active; recombinant Eya2, OMFP fluorescence dephosphorylation (OMFP is methylfluorescein phosphate); Potency, µM (top dose mostly 76.9 µM), without a hit: top-dose activity, negative = inhibition, usual class: inhibitors; further: potency means the concentration at half of the fitted maximal effect; on the % scale 0 is the no-effect control and ±100 the full control effect
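Eya2 protein (added as 0.2 uM solution) was preincubated with compound for 10 min at ambient temperature in 50 mM HEPES pH 7.5, 50 mM NaCl, 5 uM MgCl2, 0.05% BSA, 1 mM DTT. OMFP (added at 50 uM) then reacted 10 min; fluorescence read at 485/525 nm.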
TCR activator = Activators of T cell receptors: qHTS campaign; Potency, µM (doses to about 9.22 µM), inactives show at the highest dose activation of IL-2 secretion, actives largely listed as activators; primary human leukocytes, anti-CD3, IL-2 HTRF, 48 h; 330,000 tested, under 10 active; further: % of control where 0% means no effect
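TCR engagement came from a-CD3 beads alone, with compounds added to primary human leukocytes for 48 hr. Secreted IL-2 bridged europium cryptate- and d2-labelled anti-IL-2 antibodies, giving FRET emission at 665nm after 320nm excitation.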
Tb PFK block = qHTS Assay to Find Inhibitors of T. brucei phosphofructokinase; 0.17% of 330,000 active; Potency, µM (doses to about 57.5 µM), for inactives: at the highest dose activity, negative = inhibition, actives largely listed as inhibitors; ATP-dependent 6-phosphofructokinase (Trypanosoma brucei brucei), O15648; T. brucei PFK, ADP-Glo luminescence;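 further: potency means the concentration at half of the fitted maximal effect; 0% = uninhibited 1x PFK enzyme wells and -100% = no-enzyme wells; nearly all actives have a fitted effect of over 60% in size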
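Luminescent ADP detection (ADP-Glo, two-step: ATP depletion then ADP-to-ATP conversion for luciferase) reported PFK activity after 45 min room-temperature reaction of 1.25 nM enzyme with 0.5 mM F6P and 0.1 mM ATP at pH 8.0.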
ASM inhibitor = Inhibitors of Secretory Acid Sphingomyelinase (S-ASM): qHTS; Potency, µM (titrated, usually from 57.5 µM), for the others: at the highest dose activity change, negative = inhibition, most hits filed as inhibitors; AID 504937, 2011; 0.006% of 340,000 active; placental ASM, HMU-PC fluorogenic substrate, 60 min; further: potency means the concentration at half of the fitted maximal effect
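qHTS format. ASM enzyme prepared from human placenta hydrolyses the fluorogenic substrate HMU-PC0 (9 uM final) over 60 min at 37 °C after a 10 min compound preincubation.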
* hit, by the source's call; u = inconclusive; x = not tested or not shown; & = joins results of further samples; [ ] = another dose, or the depositor's remark. Unless noted, the call rests on the fitted dose curve; in most records, active means well fitted curve in the direction sought with a large enough effect; inconclusive means small, poorly fitted or top-dose-only effect, or another doubt; inactive means no such curve, though single readings can be large; an effect the other way counts as inactive or inconclusive.

Value order: Integrin act MD	Chronic BCR inh	TSHR antag	AT treatment	TSG101-PTAP inh	ELG1 DNA repair	Mito fusion act	Eya2 phos inh	TCR activator	Tb PFK block	ASM inhibitor
> O=C(Nc1nccs1)C1=COCCO1
  16%	-1%	17	7%	-5%	u	x	-4%	1%[46.1 µM]	0%	3%
> Cc1cc(NC(=O)CSc2nc3sc4c(c3c(=O)n2C)CCCC4)no1
  1%	2%	-6	-1%	-3%	0%	0%	-18%	-3%	1%	1%
> O=C(NCCC1=CCCCC1)c1ccc(Cl)c(S(=O)(=O)N2CCCCC2)c1
  -55%[inhibitor]	0%	-27	4%	-3%	-14%	7%	11%	-3%	-1%	2%
> COc1ccc(-c2nc(SCC(=O)N(CC(C)C)c3c(N)n(Cc4ccccc4)c(=O)[nH]c3=O)n[nH]2)cc1
  -25%	-1%	6	9%	-4%	25%	-4%	8%	-4%	1%	3%
> CC1=C(C)/C(=N\OS(=O)(=O)c2ccccc2)C=CC1=O
  -69%[inhibitor]	u	-27	-5%	-2%	u	-7%	-9%	2%	0%	-4%
> CCN(c1ccccc1)S(=O)(=O)c1ccc(C(=O)Nc2nnc(C3CC3)o2)cc1
  -42%	6%	-2	-10%	-1%	10µM*	2%	-3%	0%	11%	-2%
> Cc1cc(C)cc(-n2nnn(C3C/C(=N/NC(N)=S)C4OCC3O4)c2=S)c1 (stereo not given)
  -43%	u	16	-13%	-4%	3%	-4%	-5%	0%	2%	-1%
> O=C(O)CCC(=O)NCCn1c(-c2ccccc2)csc1=Nc1ccccc1
  1%&11%	7%	-11	-3%	-7%&-5%	15%	1%	3%	-1%&5%	0%	1%&5%
> CCCOc1ccc(C(=O)Nc2ccc(C)cc2[N+](=O)[O-])cc1
  12%	-1%	2	8%	-6%	u	-1%	-2%	10%	3%	2%
> Cc1ccc(NC(=O)C2CCN(C(=O)c3ccc(Cl)cc3)CC2)nc1
  20%	11%	0	-8%	-2%	u	5%	9%	-4%	-8%	2%
> CCC(CC)C(=O)Nc1nnc(S(=O)(=O)Nc2ccc(OC)cc2)s1
  u	-1%	-9	-9%	-5%	5%	-5%	-3%	4%	0%	-10%
> O=C(O)/C(=C\c1cn(-c2ccccc2)nc1-c1cccnc1)NC(=O)c1ccccc1
  0%	5%	5	-5%	-1%	1%	0%	-2%	5%	1%	5%
> Cc1sc2nc(C(C)Sc3nnc(C)n3-c3ccccc3)[nH]c(=O)c2c1C (stereo not given)
  x	u	-11	-3%	x	-3%	-4%	7%	x	2%	x
> COc1ccc(C2CC(c3cccs3)=NN2C(=O)CSc2nnc(N)s2)cc1OC (stereo not given)
  0%	-3%	-1	-2%	0%	18%	4%	15%	4%	-4%	3%
> COc1cc(C)c(C(N)=O)c(OC)n1
  2%	1%	5	0%	-3%	9%	-10%	-22%	-6%	-6%	3%
> Cc1ccc(C)n1-c1ccccc1N1CCCCC1
  -25%	-2%	-34	10%	0%	-7%	-2%	-8%	-2%	5%	8%
> CCOC(=O)C1CCN(c2nc3ccccc3n2CC(=O)c2ccccc2)CC1
  -7%	15%	-6	1%	-6%	-18%	-4%	-9%	-4%	-1%	-2%
> CCC(C)(C)NC(=O)CN(C(=O)CCC(=O)Nc1cc(C)ccn1)c1ccc2c(c1)OCCO2
  -15%	-15%	16	-2%	-3%	10%	3%	-14%	-1%	0%	1%
> Cn1nnnc1SCC(=O)N(C1CCCCC1)C1CCCCC1
  u	0%	-14	6%	0%	-20%	22%	0%	1%	-3%	2%
> Cc1cc(NCCCO)n2nc(-c3cccs3)cc2n1
  18%	-11%	-3	-9%	-3%	u	-2%	-17%	6%	0%	2%

Value order: Integrin act MD	Chronic BCR inh	TSHR antag	AT treatment	TSG101-PTAP inh	ELG1 DNA repair	Mito fusion act	Eya2 phos inh	TCR activator	Tb PFK block	ASM inhibitor
> CCc1ccc2c(c1)cc(C)c1nnc(SCC(=O)Nc3cc(OC)c(OC)cc3C(=O)O)n12
  0%	u	3	-1%	5%	13%	0%	-9%	x	-8%	0%
> Cc1nc2ccccc2c(C)c1CC(=O)N(C)CC(=O)Nc1cccc(F)c1
  -23%	-6%	-4	12%	-10%	-22%	-6%	7%	-3%	15%	11%
> CC12CS(=O)(=O)CC1SC(=S)N2c1ccccn1 (stereo not given)
  2%	-6%	-14	-1%	-7%	-3%	-3%	8%	6%	-9%	4%
> Cc1ccc(-c2csc(NC(=O)Cc3cccs3)n2)cc1C
  2%	-1%	-11	-3%	-2%	u	-2%	11%	-1%	3%	-5%
> O=C1C2C(c3ccccc3)CC=CC2[C@H](c2ccc3ccccc3c2)N1Cc1ccccc1 (stereo not given in full)
  -3%	-8%	-9	-10%	1%	-29%	-8%	-3%	12%	-1%	-6%
> CCN1C(=O)C(CC(=O)NCCc2ccccc2)N(NC(=O)c2cccnc2)C1=S (stereo not given)
  -19%	8%	6	-1%	0%	-1%	6%	7%	1%	-2%	1%
> O=C1N[C@H]2CC=C[C@H]2Nc2ccccc21
  -5%	u	7	1%	0%	u	x	2%	4%[46.1 µM]	-1%	6%
> CCCNc1c(NS(=O)(=O)c2ccc(Cl)s2)c(=O)oc2ccccc12
  -13%	u	26	-4%	-4%	22%	9%	8%	3%	-1%	-2%
> COc1ccccc1N/N=C/c1ccc2c(c1)OCO2
  7%	-6%	7	-12%	-1%	u	-8%	-6%	0%[46.1 µM]	-2%	3%

Quoted at random: five entries already listed.
Value order: Integrin act MD	Chronic BCR inh	TSHR antag	AT treatment	TSG101-PTAP inh	ELG1 DNA repair	Mito fusion act	Eya2 phos inh	TCR activator	Tb PFK block	ASM inhibitor
> Cc1ccc(-c2csc(NC(=O)Cc3cccs3)n2)cc1C
  2%	-1%	-11	-3%	-2%	u	-2%	11%	-1%	3%	-5%
> CCN1C(=O)C(CC(=O)NCCc2ccccc2)N(NC(=O)c2cccnc2)C1=S (stereo not given)
  -19%	8%	6	-1%	0%	-1%	6%	7%	1%	-2%	1%
> CC12CS(=O)(=O)CC1SC(=S)N2c1ccccn1 (stereo not given)
  2%	-6%	-14	-1%	-7%	-3%	-3%	8%	6%	-9%	4%
> Cc1nc2ccccc2c(C)c1CC(=O)N(C)CC(=O)Nc1cccc(F)c1
  -23%	-6%	-4	12%	-10%	-22%	-6%	7%	-3%	15%	11%
> CCc1ccc2c(c1)cc(C)c1nnc(SCC(=O)Nc3cc(OC)c(OC)cc3C(=O)O)n12
  0%	u	3	-1%	5%	13%	0%	-9%	x	-8%	0%
